Tau ThT inhib: qHTS for Inhibitors of Tau Fibril Formation, Thioflavin T Binding; recombinant tau K18 P301L (four-repeat tau fragment), heparin-induced fibrillization, ThT fluorescence; hit rate 2.1% among 270,000; Potency, µM (doses to about 57.4 µM), inactives show top-dose activity, negative = inhibition, usual class: inhibitors; AID 1460, 2008; Microtubule-associated protein tau (Homo sapiens), P10636; note: % is set by controls: 0 for no effect and ±100 for the full control effect; nearly all actives have a fitted effect of over 55% in size
Target sequence (P10636 561-689 P618L limits assumed): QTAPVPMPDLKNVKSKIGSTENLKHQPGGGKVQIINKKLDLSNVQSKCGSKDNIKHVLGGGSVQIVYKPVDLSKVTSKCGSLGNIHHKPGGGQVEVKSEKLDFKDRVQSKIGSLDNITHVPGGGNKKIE
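Tau K18 P301L fragment (15 uM unlabeled plus 0.24 uM Alexa 594-labeled) in 100 mM sodium acetate pH 7 with compound, fibrillization induced by 20 uM heparin for 6 hr at 37 C. Thioflavin T (30 uM) added, fluorescence read after 1 hr (ex 450, em 510 nm).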
LMNA splice mod: qHTS Assay for Modulators of Lamin A Splicing. HeLa LMNA splicing GFP/RFP minigene ratio, 48 h. Potency, µM (top dose mostly 46.1 µM), for inactives: at the highest dose ratio change, negative = inhibition, most hits filed as inhibitors. hit rate 0.01% among 200,000. AID 1487, 2009; active = well fitted inhibition curve with a large enough effect in the signal ratio, with a control signal flat, not every such curve was filed as active; inconclusive = small, poorly fitted or top-dose-only effect, or effect the other way, or a change in a side signal; the % refers to the signal ratio; note: % is set by controls: 0 for no effect and ±100 for the full control effect
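S3 HeLa cells stably expressing lamin A-EGFP splicing minigene plus DsRed2, 600 cells/well, 48 h compound exposure at 37C. Laser-scanning cytometry; analysed as GFP (500-530 nm)/RFP (575-640 nm) total intensity ratio; 0.5% DMSO vehicle.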
L3MBTL1 inh: qHTS Assay for the Inhibitors of L3MBTL1. Lethal(3)malignant brain tumor-like protein 1 (Homo sapiens), Q9Y468. AlphaScreen L3MBTL1–H3K9me1 peptide binding. Potency, µM (top dose mostly 57.1 µM), for inactives: top-dose activity, negative = inhibition, usual class: inhibitors. hit rate 0.66% among 230,000; note: % is set by controls: 0 for no effect and ±100 for the full control effect; nearly all actives have a fitted effect of over 60% in size
Target sequence (Q9Y468 whole entry, looked up): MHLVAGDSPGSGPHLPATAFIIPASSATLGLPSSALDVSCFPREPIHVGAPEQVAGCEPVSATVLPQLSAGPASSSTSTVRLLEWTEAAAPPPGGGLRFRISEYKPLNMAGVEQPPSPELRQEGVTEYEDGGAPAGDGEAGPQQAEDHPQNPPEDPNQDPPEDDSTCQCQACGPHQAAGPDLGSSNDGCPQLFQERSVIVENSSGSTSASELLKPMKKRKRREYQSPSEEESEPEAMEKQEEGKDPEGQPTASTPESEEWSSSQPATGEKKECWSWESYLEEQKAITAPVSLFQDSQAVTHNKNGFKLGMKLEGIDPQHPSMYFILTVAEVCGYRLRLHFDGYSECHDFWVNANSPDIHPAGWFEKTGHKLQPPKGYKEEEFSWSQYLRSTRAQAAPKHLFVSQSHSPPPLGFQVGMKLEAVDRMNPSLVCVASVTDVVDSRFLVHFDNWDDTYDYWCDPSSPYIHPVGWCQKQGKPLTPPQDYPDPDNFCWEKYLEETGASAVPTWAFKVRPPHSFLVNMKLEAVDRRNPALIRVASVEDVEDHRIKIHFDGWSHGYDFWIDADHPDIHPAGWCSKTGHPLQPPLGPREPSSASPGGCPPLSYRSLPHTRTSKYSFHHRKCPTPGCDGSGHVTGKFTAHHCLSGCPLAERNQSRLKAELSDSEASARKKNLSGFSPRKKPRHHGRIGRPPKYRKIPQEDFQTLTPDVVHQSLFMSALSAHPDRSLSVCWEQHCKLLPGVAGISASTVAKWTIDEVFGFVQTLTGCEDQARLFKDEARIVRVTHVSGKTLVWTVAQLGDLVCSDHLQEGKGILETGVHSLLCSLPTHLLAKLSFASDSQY
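Read-out is AlphaScreen signal from streptavidin donor and nickel chelate acceptor beads (10 ug/mL final each) bridging L3MBTL1 (50 nM) and biotinylated K9-monomethylated H3(1-15) peptide (75 nM), after 30 min compound exposure at room temperature.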
RECQ1 inh: qHTS Assay for Inhibitors of RecQ-Like Dna Helicase 1 (RECQ1). ATP-dependent DNA helicase Q1 (Homo sapiens), P46063. RECQ1 DNA unwinding, red fluorescence kinetic read. Potency, µM (series often up to 57.3 µM), inactives show at the highest dose activity, negative = inhibition, actives largely listed as inhibitors. hit rate 0.54% among 240,000;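 note: plate controls were vehicle for no effect and no enzyme for full effect; nearly all actives have a fitted effect of over 30% in size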
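50 nM RECQ1T1 preincubated 15 min with compound in Tris pH 8.0 buffer with MgCl2, DTT, Tween-20 and 2.5 ug/ml poly(dI-dC); started with 200 nM TAMRA/BHQ-2 forked duplex and 2 mM ATP. Unwinding read as fluorescence (525/598 nm), two reads 2 h apart.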
JMJD2E inh: qHTS Assay for Inhibitors of Human Jumonji Domain Containing 2E (JMJD2E) | Lysine-specific demethylase 4E (Homo sapiens), B2RXH2 | JMJD2E catalytic domain, FDH-coupled NADH fluorescence (FDH is formaldehyde dehydrogenase) | Potency, µM (top dose mostly 57.1 µM), for the others: at the highest dose activity change, negative = inhibition, hits mostly inhibitors | hit rate 1.6% among 230,000 | AID 2147, 2009; active = well fitted inhibition curve with a large enough effect, not every such curve was filed as active; inconclusive = small, poorly fitted or top-dose-only effect, or another doubt; inactive = no such curve, though single readings can be large or run the other way;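 note: 0% = wells with enzyme and -100% = buffer wells without enzyme; nearly all actives have a fitted effect of over 50% in size; many of its hits are not listed in these tables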
ALDH1A1 inh: qHTS Assay for Inhibitors of Aldehyde Dehydrogenase 1 (ALDH1A1); Purified ALDH1A1, NADH fluorescence, propionaldehyde substrate; hit rate 7.3% among 220,000; Potency, µM (highest dose often 75.3 µM), inactives show at the highest dose activity, negative = inhibition, most hits filed as inhibitors; Aldehyde dehydrogenase 1A1 (Homo sapiens), P00352; active = well fitted inhibition curve with a large enough effect, not every such curve was filed as active; inconclusive = small, poorly fitted or top-dose-only effect, or another doubt; inactive = no such curve, though single readings can be large or run the other way;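 note: plate controls were no enzyme wells and a reference inhibitor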
Luc counter: Counterscreen for Luciferase (Kinase-Glo TM) Inhibition. Kinase-Glo luciferase, ATP luminescence, 8 min. Luciferin 4-monooxygenase (Photuris pensylvanica), Q27757. hit rate 0.28% among 200,000. Potency, µM (highest dose often 38.3 µM), for the others: at the highest dose activity change, negative = inhibition, most hits filed as inhibitors; note: % is set by controls: 0 for no effect and ±100 for the full control effect; nearly all actives have a fitted effect of over 60% in size
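Substrate mix (final 50 mM imidazole pH 7.2, 50 mM KCl, 7 mM MgCl2, 10 uM ATP, 0.01% Tween 20, 0.05% BSA) plus pin-tool compound, then Kinase-Glo detection mix; 8 min ambient, luminescence read.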
SMN2 splice enh: qHTS Assay for Enhancers of SMN2 Splice Variant Expression | HEK293 SMN2-luciferase splicing reporter, luminescence, 30-36 h | AID 1458, 2008 | Potency, µM (top dose mostly 46.1 µM), without a hit: top-dose activity change, positive = activation, actives largely listed as activators | hit rate 2.8% among 210,000; note: % of control where 0% means no effect; nearly all actives have a fitted effect of over 55% in size
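HEK293 cells carry an SMN2 minigene-luciferase reporter in which exon 7 inclusion puts luciferase in frame. Cells were seeded at 2000 cells/well, attached for 10-12 hours, then exposed to compounds for 30-36 hours at 37C before ONE-Glo luminescence.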
* hit, by the source's call; i = inactive; ? = inconclusive; . = no result given; & = joins results of further samples; [ ] = dose if it differs, or a comment. Unless noted, calls come from the whole dose curve; as a rule, active = well fitted curve in the direction sought with a large enough effect; inconclusive = small, poorly fitted or top-dose-only effect, or another doubt; inactive = no such curve, though single readings can be large; an effect the other way counts as inactive or inconclusive. Potency is the fitted concentration of half-maximal effect. The list is partial; the hit share may differ from the screen's.

SMILES | Tau ThT inhib | LMNA splice mod | L3MBTL1 inh | RECQ1 inh | JMJD2E inh | ALDH1A1 inh | Luc counter | SMN2 splice enh
O=C(NC1CCCC1)c1ccccc1-c1nc2ccccc2[nH]1 | -2% | 0% | . | -10% | -5% | -5% | -6% | 11µM*
Cn1c(CCNC(=O)c2ccccc2)nc2ccccc21 | 5% | 1% | -30% | 1% | -1% | -6% | 0% | -16%
COCCCN(C(=S)NC(=O)c1ccc(Br)cc1)c1c(N)n(Cc2ccccc2)c(=O)[nH]c1=O | -12% | -14%[46 µM] | -3% | -2% | -27% | -10% | 0% | 10%
Cc1nc2sc(C(c3ccco3)N3CCN(c4ccc(F)cc4)CC3)c(O)n2n1 (stereo unspecified) | -5% | . | -1% | i | 5% | -4% | . | .
O=C(CC12CC3CC(CC(C3)C1)C2)NCC(=O)OCc1cc(=O)oc2ccc3ccccc3c12 | -4% | 0% | 14% | -11% | ? | ? | 0% | -4%
O=Cc1cccn1-c1ccc2ccccc2c1 | -16% | . | -8%[11.4 µM] | 0% | -5% | ? | -2% | 9%
CC(C)n1c(CSCc2ccc(Cl)cc2Cl)n[nH]c1=S | -16% | . | . | -6% | ? | ? | 0% | -23%
COc1cccc2c1CCC1CC(=O)CC[C@@]21C (stereo partly specified) | ? | ? | . | -5% | -19% | ? | 0% | -8%
CC1=C(c2ccc(F)cc2)[N+](=O)C(C)(C)N1[O-] | -15% | . | 6% | 25% | 3% | ? | -1% | .
O=C(O)/C=C/C(=O)NCCNc1ncc(C(F)(F)F)cc1Cl | -6% | -2%[9.22 µM] | 4% | i | -21% | 28µM* | -1% | -2%
CCOc1ccc(N(C(=O)/C=C/C(=O)Nc2cc(C)on2)C(C(=O)NC2CCCC2)c2ccccc2C)cc1 (stereo unspecified) | -9% | ? | -5% | -11% | -3% | -6% | 7% | -87%[inhibitor]
CCOC(=O)N1CCN(C(=O)C2CCC(CNS(=O)(=O)c3ccc(Cl)cc3)CC2)CC1 (stereo unspecified) | -16% | 8% | -1% | -4% | 2% | -2% | -1% | -36%[inhibitor]
COc1ccc(C(=O)N2CCCC(CCC(=O)NCc3ccc(F)c(F)c3)C2)o1 (stereo unspecified) | -5% | . | 5% | -5% | 3% | 16µM* | -4% | .
C/C(=N/NC(=O)c1ccccc1O)c1ccc(N2C(=O)C3CCCCC3C2=O)cc1 (stereo unspecified) | ? | 7% | 0% | 1% | -3% | ? | -5% | 10%
CN1CCc2nc3ccc(Cl)cc3c(-c3ccccc3Cl)c2C1 | -9% | 11% | -11% | -6% | 7% | 4% | -2% | -10%[1.84 µM]
CC1CCN(C(=O)COc2cccc3c2CCN(C)C3=O)CC1 | 1% | ? | 11% | i | -5% | -12% | -3% | 6%
Cc1nn(CC(=O)N(C)Cc2ccc(F)cc2)c(C)c1[N+](=O)[O-] | 11% | -6% | -10% | 4% | 0% | 4% | 0% | ?
COC(=O)C1=CN(CC2CCCO2)C=C(C(=O)OC)C1c1ccccc1C(F)(F)F (stereo unspecified) | 0% | 5% | 15% | -14% | ? | ? | -1% | -1%
COc1ccc(CC(=O)Nc2ncc([N+](=O)[O-])s2)cc1OC | ? | ? | -1% | 0% | 0% | 20µM* | -1% | .
COc1cc(NC(=O)CN(C)C2CCCCC2)c(C)cc1[N+](=O)[O-] | -8% | -2% | -11% | -5% | 3% | 9% | 7% | -29%
CCOCCCNC(=O)c1c[nH]c2ccc(S(=O)(=O)Nc3cccc(OC)c3)cc2c1=O | 0% | 9% | ? | 0% | 2% | ? | 17% | -27%
C/C=C/CSc1nc2c(c(=O)[nH]c(=O)n2C)n1Cc1ccc(C)cc1 | 1% | 2% | -3% | 8% | -8% | 10µM* | 2% | -3%
Nc1c(-c2ccccc2)cnn1-c1cccc(C(F)(F)F)c1 | -5% | -17% | 31%[activator] | 10% | -3% | -7% | 0% | 3.5µM*
Cc1nc2ccccc2c2c1C(=O)N(c1ccc(C(=O)O)cc1)C2=O | -6% | . | 7% | -14% | 1% | 11% | -1% | 15%
Cc1nc2cc(C(=O)N3c4ccccc4CC3C)ccc2s1 (stereo unspecified) | -10% | ? | -4% | i | -23% | -2% | 0% | .
New compounds follow
SMILES | Tau ThT inhib | LMNA splice mod | L3MBTL1 inh | RECQ1 inh | JMJD2E inh | ALDH1A1 inh | Luc counter | SMN2 splice enh
Cc1nc(NCCCN2CCOCC2)c2oc3ccccc3c2n1 | -16% | -8% | 6% | -5% | ? | 5% | 0% | -1%
COc1ccc(N2CSC3=C(C#N)C(c4cc(OC)ccc4OC)CC(=O)N3C2)c(OC)c1 (stereo unspecified) | 13µM* | -5% | -16% | ? | -22% | 8.9µM* | 0% | -7%
O=C(Cc1c(F)cccc1Cl)Nc1ncc([N+](=O)[O-])s1 | ? | ? | 3% | i | -5% | ? | 0% | ?
Cc1cc(C)n(CCC(=O)N/N=C/c2ccc(O)cc2O)n1 | 7% | ? | 20% | -11% | 14µM* | -9% | 1% | -20%
COc1cc(/C=C/C(=O)O)cc(S(=O)(=O)N2CCc3ccccc32)c1OC | -18% | ? | -9% | -6% | -10% | 11% | -5% | .
CCOC(=O)c1c(NC(=O)CSc2nnnn2-c2ccc3c(c2)OCO3)sc(C)c1C | -5% | -3% | 2% | -11% | 1% | 4% | 11% | 8%
Cc1ccc(S(=O)(=O)Nc2nc3ccc(S(C)(=O)=O)cc3s2)cc1 | -8% | -5% | . | 0% | -3% | ? | 4% | 19%
COc1ccc(N2CCN(Cc3nc4c(c(=O)n(C)c(=O)n4C)n3C(C)C(C)=O)CC2)cc1 (stereo unspecified) | 2% | -9% | -12% | -2% | 0% | ? | 1% | -40%[inhibitor]
CCCCn1c(SCC(=O)N2CCOCC2)nnc1-c1ccoc1C | 2% | -5% | -1% | -1% | 8% | -5% | 2% | -11%
O=C(NCc1ccccc1)c1ccc2c(=O)n(CCCN3CCCC3=O)c(=S)[nH]c2c1 | -10% | 11% | . | -9% | 12% | 4.5µM* | -1% | -5%
Cc1ccc(OCC(=O)N(Cc2cccs2)C2CCS(=O)(=O)C2)cc1C (stereo unspecified) | -2% | . | -2% | -3% | 6% | . | . | .
CCCCC(=O)Nc1cccc(NC(=S)NC(=O)COc2ccccc2Cl)c1 | 9% | ? | 39%[activator] | -6% | 5% | -1% | -1% | 0%
C/C(N)=C(/C#N)C(=O)CSc1nnnn1-c1ccccc1 | -14% | 3% | -13% | -15% | ? | -12% | . | .
O=C(OCCN1CCCCC1)c1c[nH]c2ccccc12 | 1%&-1%&-5% | ? | -3% | 33%&-1%&12%&8%[activator] | 0%&9% | 11%&-2% | -3%&1% | -17%&1%
CCCc1[nH]nc2c1C(C1CC=CCC1)C(C#N)=C(N)O2 (stereo unspecified) | -4% | ? | -2% | i | 1% | ? | -1% | -10%
Cc1ccc(-c2cc(C(F)(F)F)c(C#N)c(SCCC#N)n2)o1 | -14% | 27% | . | -26% | ? | ? | 2% | 3%
Cc1onc(-c2ccccc2Cl)c1-c1nc(-c2ccccn2)no1 | -10% | ? | 6% | i | -2% | ? | -3% | -10%
COCCSc1nnc(NC(=O)c2ccc3c(c2)OCO3)s1 | -12% | ? | 6% | -13% | ? | ? | 1% | ?
COc1ccc(C=O)cc1COc1ccc([N+](=O)[O-])c(C)c1 | ? | -29%[46 µM] | -5% | i | -3% | ? | 0% | -8%
S=C(NCC1CCCO1)NC1CCCCC1 (stereo unspecified) | 9% | . | -18% | 12% | -4% | -1% | 1% | .
CCc1ccc(C(=O)NNC(=S)Nc2ccc(S(N)(=O)=O)cc2)s1 | ? | . | . | -3% | ? | ? | . | .
CCC(CC)C(=O)NCCc1ccc(OC)c(OC)c1 | -3% | 1% | . | -2% | 10% | 5% | -1% | 4%
CCOc1ccc(NC(=O)CSc2nc(C)cc(C)n2)cc1 | -8% | ? | 18%[11.4 µM] | -1% | 3% | 5% | 3% | .
COC(=O)CSc1nnc(CNS(=O)(=O)c2ccc(Cl)cc2)n1C | -10% | -6% | . | i | 4% | 7% | -2% | -46%
O=C(NCC1CCCO1)c1ccc2c(=O)n(Cc3cccc(Br)c3)c(=S)[nH]c2c1 (stereo unspecified) | 13% | 10%[9.22 µM] | -1% | ? | 1% | ? | -5% | -14%
COC(=O)c1ccc(NC(=O)CCN2C(=O)CSC2=O)cc1 | -3% | 4%[46 µM] | 8% | 4% | 3% | -5% | -1% | .
COCCNC(=O)C(c1ccc(C)o1)N(Cc1ccco1)C(=O)c1snc(C(N)=O)c1N (stereo unspecified) | -15% | -5% | -1% | 1% | ? | ? | 3% | -2%
COCCNC(=S)N/N=C(\C)CCc1ccc2c(c1)OCO2 | -11% | ? | 10% | 0% | -24% | 0% | -1% | 5%
CC(c1ccccc1F)n1cc(C(=O)NCCCn2ccnc2)nn1 (stereo unspecified) | 1% | -10% | -3% | i | 3% | -8% | -3% | -5%

Only JMJD2E inh and ALDH1A1 inh (two entries from above):
Compound	JMJD2E inh	ALDH1A1 inh
CCC(CC)C(=O)NCCc1ccc(OC)c(OC)c1	10%	5%
CCOc1ccc(NC(=O)CSc2nc(C)cc(C)n2)cc1	3%	5%

Screening results as filed in PubChem BioAssay.
